EPAC2 antag: qHTS for Antagonist of cAMP-regulated guanine nucleotide exchange factor 2 (EPAC2): primary screen; EPAC2 GEF exchange of Rap1B-BODIPY-GDP, fluorescence; 360,000 tested, 0.18% active; Rap guanine nucleotide exchange factor 4 (Homo sapiens), Q8WZA2; Potency, µM (doses to about 114 µM), inactives show top-dose activity, negative = inhibition, hits mostly inhibitors; further: potency means the concentration at half of the fitted maximal effect; on the % scale 0 is the no-effect control and ±100 the full control effect; nearly all actives have a fitted effect of over 45% in size; many of its hits are not listed in these tables
Target sequence (Q8WZA2 whole entry, looked up): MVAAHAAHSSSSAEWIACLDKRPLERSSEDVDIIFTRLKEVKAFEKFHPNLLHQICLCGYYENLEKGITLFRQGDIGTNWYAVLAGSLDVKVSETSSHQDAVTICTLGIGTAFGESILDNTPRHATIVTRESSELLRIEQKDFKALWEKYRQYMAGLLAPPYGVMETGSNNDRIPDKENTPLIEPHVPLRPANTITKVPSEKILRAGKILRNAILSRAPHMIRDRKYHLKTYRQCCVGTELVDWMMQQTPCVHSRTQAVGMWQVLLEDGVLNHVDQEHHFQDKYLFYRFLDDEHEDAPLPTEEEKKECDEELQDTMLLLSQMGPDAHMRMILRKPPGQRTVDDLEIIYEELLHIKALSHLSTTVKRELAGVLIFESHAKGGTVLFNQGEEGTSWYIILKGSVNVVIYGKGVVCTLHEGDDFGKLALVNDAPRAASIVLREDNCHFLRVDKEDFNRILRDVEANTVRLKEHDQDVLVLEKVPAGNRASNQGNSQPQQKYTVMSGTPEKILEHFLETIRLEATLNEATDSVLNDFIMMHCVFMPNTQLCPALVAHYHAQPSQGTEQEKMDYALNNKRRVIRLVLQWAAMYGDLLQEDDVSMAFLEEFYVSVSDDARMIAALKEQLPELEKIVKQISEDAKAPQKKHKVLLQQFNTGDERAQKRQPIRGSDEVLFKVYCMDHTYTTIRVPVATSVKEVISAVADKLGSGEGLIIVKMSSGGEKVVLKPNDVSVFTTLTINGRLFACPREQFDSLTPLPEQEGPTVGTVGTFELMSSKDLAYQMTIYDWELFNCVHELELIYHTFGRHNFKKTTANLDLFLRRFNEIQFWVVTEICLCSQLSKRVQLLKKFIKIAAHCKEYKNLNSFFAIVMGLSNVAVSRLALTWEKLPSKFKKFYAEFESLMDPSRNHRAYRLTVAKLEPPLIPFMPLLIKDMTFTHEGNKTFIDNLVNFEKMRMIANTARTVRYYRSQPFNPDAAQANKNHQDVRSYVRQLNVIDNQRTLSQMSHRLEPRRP
Nrf2 inh: Nrf2 qHTS screen for inhibitors; A549 ARE-Fluc reporter, luciferase luminescence, 18-24 h; Potency, µM (titrated, usually from 46 µM), without a hit: top-dose activity change, negative = inhibition, hits mostly inhibitors; 360,000 tested, 2.1% active; AID 504444, 2011; further: potency means the concentration at half of the fitted maximal effect; on the % scale 0 is the no-effect control and ±100 the full control effect; nearly all actives have a fitted effect of over 60% in size
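Quantitative HTS in A549 cells stably bearing an antioxidant response element-firefly luciferase construct. Inhibition of Nrf2-driven transcription was scored by luminescence after 18-24 h of compound exposure at 37 °C.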
EPAC2 ag: qHTS for Agonist of cAMP-regulated guanine nucleotide exchange factor 4 (EPAC2): primary screen; 360,000 tested, 0.079% active; EPAC2 activation, biochemical qHTS; response scale: 100% = 6.5 mM cAMP response; Potency, µM (doses to about 154 µM), for inactives: at the top dose activation, hits mostly activators; Rap guanine nucleotide exchange factor 4 (Homo sapiens), Q8WZA2; further: potency means the concentration at half of the fitted maximal effect; nearly all actives have a fitted effect of over 50% in size
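Each well held 100 nM EPAC2, 250 nM RAP1B-BODIPY-GDP and 50 uM GDP. Fluorescence, read at 5-min intervals to 30 min, was referenced to a 6.5 mM cAMP positive control.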
Mm-Cpn inhibitor: Inhibitors of TCP-1 ring complex (TRiC) of Methanococcus maripaludis (MmCpn): qHTS; Chaperonin Mm-Cpn (Methanococcus maripaludis); purified Mm-Cpn ATPase, ADP Transcreener TR-FRET; Potency, µM (series often up to 76.9 µM), inactives show at the highest dose activity, negative = inhibition, hits mostly inhibitors; 330,000 tested, 0.031% active; further: potency means the concentration at half of the fitted maximal effect; on the % scale 0 is the no-effect control and ±100 the full control effect; nearly all actives have a fitted effect of over 80% in size
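Quantitative HTS used 25 nM Mm-CPN and 10 uM ATP in magnesium/KCl Tris buffer, pH 7.4, with 1 mM DTT. Hydrolysis ran 30 min at 37°C; ADP was read by HTRF.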
Nrf2 activator: qHTS of Nrf2 Activators | AREc32 ARE-luciferase reporter (MCF7-derived line), luminescence, 24 h | Potency, µM (series often up to 46.1 µM), inactives show top-dose activation, usual class: activators | 410,000 tested, 0.31% active | AID 624171, 2012; further: potency means the concentration at half of the fitted maximal effect; % of control where 0% means no effect; nearly all actives have a fitted effect of over 65% in size
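ARE-driven firefly luciferase activity in AREc32 cells measured after a 24 hr compound exposure at 37 deg C, using Steady-Glo reagent and a 30 min room-temperature hold.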
A549 tox: Nrf2 qHTS screen for inhibitors: counterscreen for cytotoxicity | AID 504648, 2011 | Potency, µM (titrated, usually from 46 µM), for the others: at the top dose activity change, negative = cytotoxicity, usual class: inhibitors | 390,000 tested, 0.16% active | A549 ARE-Fluc cells, CellTiter-Fluor viability, 18-24 h; further: potency means the concentration at half of the fitted maximal effect; on the % scale 0 is the no-effect control and ±100 the full control effect
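Cytotoxicity counterscreen: CellTiter-Fluor fluorescence was measured in A549 ARE_Fluc cells after 18-24 h of compound exposure in a concentration series. The subsequent BugLite luminescent read reports ARE-luciferase activity.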
CCT chaperon mod: High-Throughput Screening for Modulators of Cytosolic Chaperonin Activity | purified chaperonin ATPase assay, HTRF ADP detection, 30 min | activity change, % (no concentration beside the values), hits read low | 360,000 tested, 0.3% active; in the data active means activity change below about -30%; further: on the % scale 0 is the no-effect control and ±100 the full control effect
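Enzyme 40 or 20 nM (batch-dependent) in Tris pH 7.4/KCl/MgCl2/DTT; cpd 76 uM single point; ATP 10 uM; 30 min 37 °C; Transcreener ADP HTRF detection, 30 min RT; ratio 665/615.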
TGFb SMAD3 inh: qHTS for Inhibitors of TGF-b | HepG2 CAGA-GFP TGF-b/SMAD3 reporter, GFP fluorescence, 18 h; TGF-beta stimulated, 500 pg/mL final | Potency, µM (titrated, usually from 46.1 µM), without a hit: at the highest dose activity, negative = inhibition, usual class: inhibitors | 410,000 tested, 1.2% active; further: potency means the concentration at half of the fitted maximal effect; on the % scale 0 is the no-effect control and ±100 the full control effect; nearly all actives have a fitted effect of over 65% in size
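Read-out: total well GFP (ex488/em500-530) summed from mean per-cell fluorescence. Cells: HEPG2 CAGA-GFP, 1% FBS DMEM, 18 h at 37 degrees C with 500 pg/mL final TGF-beta. Unstimulated wells served as the full-inhibition control; stimulated DMSO wells = 0%.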
pAkt inh: HTS Assay for Inhibitors of Akt Phophorylation: Primary Screen | AID 651550, 2012 | Neuro2A IGF-stimulated pAkt S473 HTRF, 20 min; hits give low values | activity change, % for hits at 50 µM | 360,000 tested, 0.32% active; in the data active means activity change below about -80%; inconclusive means mostly about -51% to -80%; further: on the % scale 0 is the no-effect control and ±100 the full control effect
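Neuro2A cells (4,500/well, DMEM with 0.5% FBS) were treated with compound at a single 50 µM final concentration, stimulated with 6 nM IGF for 20 min at 37 °C, and lysed. Phospho-Akt Ser473 was read by HTRF as 665/615 ratio ×10^4.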
* marks the source's active call; other numbers are inactive results; i = inactive; ? = inconclusive; . = not tested or not shown; & = joins results of further samples; [ ] = another dose, or the depositor's remark. Unless noted, the call rests on the fitted dose curve; in most records, active means well fitted curve in the direction sought with a large enough effect; inconclusive means small, poorly fitted or top-dose-only effect, or another doubt; inactive means no such curve, though single readings can be large; an effect the other way counts as inactive or inconclusive. A portion of the library, so the mix of outcomes need not match the whole.

| canonical_smiles | EPAC2 ag | Nrf2 activator | TGFb SMAD3 inh | pAkt inh | A549 tox | Mm-Cpn inhibitor | CCT chaperon mod | Nrf2 inh | EPAC2 antag |
| --- | --- | --- | --- | --- | --- | --- | --- | --- | --- |
| c1ccc(-c2csc3ncnc(N4CCOCC4)c23)cc1 | 5% | -0.2% | -7% | i | 7% | -1% | 0.1 | 0% | 3% |
| N#Cc1c(NC(=O)C2CC(Cl)=CCC2C(=O)O)sc2c1CCCC2 (stereo not given) | 7% | 0.1% | -16% | i | 1% | -1% | -2.8 | 1% | -2% |
| CCCCCCNC(=O)C(C#N)c1nc2ccccc2nc1N1CCOCC1 (stereo not given) | -41%[inhibitor] | 0.3% | ? | i | -2% | 0% | -1.5 | -9% | 256%[activator][57.1 µM] |
| Cc1ccc(C(=O)Nc2cccc(N(C)S(C)(=O)=O)c2)cc1S(=O)(=O)Nc1ccccc1 | 12% | 4.9% | 1% | i | -2% | 2% | -1.7 | -29% | 1% |
| CCNC(=O)C1CCCN(C(=O)c2cccc(Cl)c2)CC1 (stereo not given) | 7% | -1.0% | -12% | i | . | . | 2.1 | . | 0% |
| Cc1ccc(C)c(S(=O)(=O)N2CCCC2CNC(=O)C(=O)NCCc2ccco2)c1 (stereo not given) | 4% | 4.6% | -25% | i | 1% | 1% | -0.7 | -6% | 9% |
| COc1ccc(CCNC(=O)CSc2nc(N)c(C#N)c(-c3cccs3)c2C#N)cc1OC | -3% | 0.4% | -7% | i | -1% | -8% | -1.1 | 1% | 2% |
| Cc1cccc(C(=O)Nc2cccc(C(=O)N/N=C/c3cccc(C)n3)c2)c1 | 15% | 3.0% | -14% | i | -4% | 1% | -0.5 | -9% | -7% |
| CCN(CC)C(=O)C1=C(C)N(CCCOC)C(=O)C(CC(=O)NC2CCCCC2)C1 (stereo not given) | -6% | 2.1% | 3% | i | . | . | 1.5 | . | 1% |
| CCc1nc2ccc(C(=O)O)cc2nc1CC | -5% | -2.1% | 11% | i | -4% | 1% | -2.1 | ? | 13% |
| Cc1ccc(-c2n[nH]c(=S)n2/N=C\c2ccco2)cc1 | 9% | 3.3% | -19% | i | -1% | -2% | -0.9 | 3% | 5% |
| CCC(C)Nc1nc2c(c(=O)[nH]c(=O)n2C)n1CCC(C)C (stereo not given) | -83%[inhibitor][15.6 µM] | 0.1% | 0% | . | -1% | -2% | -4.0 | -5% | -4% |
| CN1CCCN(C(c2ccccc2)c2ccc(Cl)cc2)CC1 (stereo not given) | -4% | -0.4% | ? | i | ? | -3%[15.4 µM] | 0.8 | -18% | 10% |
| CC(=O)Nc1cccc(-c2csc(C(O)c3cccc(Cl)c3)n2)c1 (stereo not given) | 14% | 3.3% | -13% | i | . | . | -2.2 | . | -2% |
| O=C(COC(=O)c1c[nH]c2ccccc12)Nc1ccc(F)cc1 | 12% | 3.6% | -5% | i | 1% | -2% | -1.6 | -5% | -1% |
| COc1ccccc1C(=O)NCCCNC(=O)c1cccnc1 | 8% | -0.2% | 21% | i | 4% | 0% | 2.2 | 1.8µM* | 19% |
| COCCNc1nc2ccccc2n1CC(=O)c1ccc(OC)c(OC)c1 | 3% | -1.1% | 2% | i | 2% | 1% | 1.2 | -11% | 4% |
| CCOc1ccc(-c2nnc(-c3ccccc3)o2)cc1 | -10% | -2.2% | 0% | i | -4% | 1% | -0.4 | ? | -3% |
| CC(=O)c1cccc(NC(=O)CN2C(=O)COc3ccc(S(=O)(=O)N4CCOCC4)cc32)c1 | 0% | -0.9% | 5% | . | -3% | -2% | -0.2 | -28% | 1% |
| CCCC(=O)N1CCN(c2ccc(NC(=O)c3cc4ccccc4o3)cc2Cl)CC1 | -8% | -3.9% | -12% | i | ? | -5% | 2.4 | 13µM* | -1% |
| Fc1ccccc1-c1nc(-c2cnccc2C(F)(F)F)no1 | 4% | 10.0% | -17% | i | 1% | -1% | -0.6 | ? | 1% |
| COc1ccc(CN(C)CC(=O)Nc2cc3oc4ccccc4c3cc2OC)c(OC)c1 | -1% | 3.4% | ? | i | -1% | -22% | 1.9 | 2% | -8% |
| Cc1ccc(NC(=O)c2ccc(COc3ccccc3[N+](=O)[O-])o2)nc1 | 13% | 4.1% | -24% | i | 2% | 1% | 0.1 | -13% | -5% |
| CCn1ccnc1CN1CCCC(C(=O)c2ccc3cc(OC)ccc3c2)C1 (stereo not given) | 5% | 3.2% | ? | i | 4% | ? | 1.6 | ? | 20% |
| O=C(CSc1nnc(C2CCCCC2)o1)N1CCCCC1 | -1% | 3.1% | -3% | i | 0% | -1% | 2.6 | ? | 18% |
| O=C1c2ccccc2C(=O)c2c1cccc2N1CCN(C/C=C/c2ccccc2)CC1 | -6% | -0.5% | 4% | i | -5% | . | 0.8 | 0% | 4% |
| CC(C)Oc1cccc(C(=O)NC(=S)Nc2ccc(Cl)c(C(=O)O)c2)c1 | -1% | 0.1% | 17% | i | -2% | 0% | 2.5 | 0% | 10% |
| COc1cc(CNc2nc3ccccc3[nH]2)cc(OC)c1OC | 7% | 0.1% | 4% | i | 0% | -2% | 0.0 | ? | -6% |
| NC(=O)c1c(NC(=O)c2ccc(S(=O)(=O)N3CCOCC3)cc2)sc2c1CCCCC2 | -8% | -0.3% | -7% | i | -2% | -1% | -0.6 | ? | 0% |
| CCOC(=O)c1c(NC(=O)c2ccnn2C)sc(C)c1C | 0%[15.6 µM] | 0.5% | 9% | . | 0% | -1% | -3.3 | -2% | 9% |
| CN1C2C=C3C(C#N)=C(N)C(C#N)(C#N)[C@@H](c4cccs4)C3C1CC2 (stereo not given in full) | 4% | 21% | 2% | i | 0% | -2% | -0.8 | . | -1% |
| O=C(c1ccc(Cl)cc1Cl)N1CCOCC1 | 5% | -0.2% | 4% | i | -2% | . | -3.8 | -1% | 1% |
| C/C=C1\COC(C(=O)NCc2cccc(OC)c2OC)(C(F)(F)F)C=C1C=C1CCCCC1 (stereo not given) | 2% | 7.5% | ? | i | 4%&2% | . | 0.1 | ? | -22% |
| O=C(Cc1cccc2ccccc12)NCC(=O)N1CCN(Cc2cccc(C(F)(F)F)c2)CC1 | 10% | 0.9% | 11µM* | i | -13% | 1% | -0.1 | 21µM* | -18% |
| Cn1c(CN2CCOCC2)nc2cc(NC(=O)COc3ccc([N+](=O)[O-])cc3)ccc21 | 7% | -0.4% | 0% | i | -12% | -1% | -5.3 | ? | 3% |
| COCCOC(=O)C1=C(C)N=C2SCCC(=O)N2C1c1ccc(C(=O)OC)cc1 (stereo not given) | 2% | 0.1% | 20% | i | -8% | 1% | 0.5 | 2% | 1% |
| CCCOc1cccc(-c2nnc(NC(=O)c3ccco3)s2)c1 | -5% | 2.5% | ? | i | -4% | -2% | 1.2 | 12% | 0% |
| O=C(C=Cc1ccccc1Cl)c1ccccc1 | 1% | ? | -3% | i | 2% | . | -1.0 | ? | ? |
| O=C(Nc1ccc2c(c1)nc1n2CCN(Cc2ccccc2)C1)NC1CCCCC1 | 3% | 0.2% | 6% | -90%* | 5%[1.84 µM] | -7% | -3.1 | ? | 7% |
| Cc1ccc(C(=O)N2CCN(Cc3ccc4c(c3)OCO4)CC2)c(Cl)c1 | 2% | 2.4% | ? | i | -12% | 0% | 0.7 | ? | 5% |
| CN(c1ccccc1)S(=O)(=O)c1cccc(NC(=O)CCNC(=O)c2ccc([N+](=O)[O-])cc2)c1 | 9% | 5.5% | 1% | i | -1% | -1% | -4.0 | ? | -1% |
| Cc1ccc(S(=O)(=O)N2CCN(c3ccc([N+](=O)[O-])cn3)CC2)cc1 | 6% | 0.0% | 1% | i | -8% | -3% | -1.3 | 13% | -4% |
| COc1ccc(Nc2cc(C)nc(N)n2)cc1 | 1% | 1.0% | 12% | i | 5% | -2% | -0.2 | 19% | -2% |
| CCOc1ccc(S(=O)(=O)Nc2cccc(N(C)S(C)(=O)=O)c2)cc1 | -1% | 2.3% | -5% | i | -9% | 2% | -0.8 | . | 5% |
| Cc1ccc(C(c2cc(Br)ccc2O)N2CCSCC2)cc1 (stereo not given) | 9% | 3.4% | ? | i | 14% | 0% | -1.3 | -20% | -15% |
| CCOC(=O)C1CCN(S(=O)(=O)NC[C@H]2O[C@@H](n3cnc4c(N)ncnc43)[C@H](O)[C@@H]2O)C1 (stereo not given in full) | 7% | -0.5% | 1% | i | 5% | -2% | 1.5 | -4% | 1% |
| CN(C)CCN1C(=O)C(=O)/C(=C(/O)c2ccc(S(=O)(=O)N3CCOCC3)cc2)C1c1ccccc1 (stereo not given) | 9% | 0.2% | -2% | i | 4% | -3% | -1.1 | -5% | -8% |
| CCOc1ccc(Cn2c3ccc(OC)cc3c3nc4ccccc4nc32)cc1OC | -5% | 0.2% | -1% | i | -6% | -1% | -5.3 | ? | 2% |

Single records (already shown). Screens in order: EPAC2 ag	Nrf2 activator	TGFb SMAD3 inh	pAkt inh	A549 tox	Mm-Cpn inhibitor	CCT chaperon mod	Nrf2 inh	EPAC2 antag
`CCOc1ccc(Cn2c3ccc(OC)cc3c3nc4ccccc4nc32)cc1OC` as listed: -5%	0.2%	-1%	i	-6%	-1%	-5.3	?	2%
`Cc1ccc(C(=O)Nc2cccc(N(C)S(C)(=O)=O)c2)cc1S(=O)(=O)Nc1ccccc1` as listed: 12%	4.9%	1%	i	-2%	2%	-1.7	-29%	1%

Source: PubChem BioAssay (National Center for Advancing Translational Sciences (NCATS))
